Source: PubChem BioAssay
AGP1-GFP MLPCN: yeast TOR pathway AGP1-GFP modulation | S. cerevisiae AGP1-GFP multiplex flow cytometry, 3 h; GFP as percent of DMSO wells | GFP response vs DMSO, % at 10 µM | actives 0.02% (n = 320,000);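 active means GFP response relative to DMSO above a set limit, near screen average plus 3 SD, cut at about 150% in these data; inconclusive means fewer than 70 cells counted for the yeast strain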;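 further: median GFP channel fluorescence of the gated AGP1 strain per well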
Bcl-xL primary: inhibitors of human Bcl-xL; Q07817; GST-Bcl-xL / FITC-Bim BH3 peptide fluorescence polarization; inhibition, % at 10.9 µM; actives 0.7% (n = 320,000); AID 2129;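 active means inhibition above the mean of all tested compounds plus 3 SD, cutoff set per campaign, cut at about 30% in these data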;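 further: 0% = DMSO wells and 100% = unlabeled Bim-BH3 peptide competitor; inhibitors lower millipolarization by displacing the labeled peptide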
MEX-5 binding: C. elegans MEX-5 TCR-2 RNA binding activity | Q9XUB2 | actives 0.38% (n = 300,000) | activity score (negative = inhibition of binding), % at 10 µM | AID 1832 | MEX-5/FITC-TCR2 RNA binding, fluorescence polarization; stronger effect = lower value;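 active means inhibition past about -25% in most replicates, and total fluorescence under double the plate's negative control median, limit read from the data; inconclusive means replicates evenly split on the limit, or fluorescence at least double controls; inactive means too little inhibition in most replicates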;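 further: 0% = DMSO and -100% = 5 µM competing unlabeled TCR2 RNA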
CIT2-GFP yeast: modulators of TOR pathway CIT2-GFP in S. cerevisiae; S. cerevisiae CIT2-GFP strain, flow cytometry, 3 h; 100 means same as DMSO wells; actives 0.065% (n = 320,000); GFP response vs DMSO, % at 10 µM;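 active means GFP response relative to DMSO above a set limit, near the screen mean plus 3 SD, cut at about 150% in these data; inconclusive means Fewer than 70 cells measured for a yeast strain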;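 further: ratio of well median GFP fluorescence to mean of DMSO wells on the plate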
MCL1 BIM primary: MCL1-BIM-BH3 interaction inhibition (human); GST-MCL1 / FITC-Bim-BH3 fluorescence polarization; inhibition, % at 10.9 µM; actives 0.68% (n = 320,000); AID 2057;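 active means inhibition above the mean inhibition of all tested compounds plus 3 SD, set per campaign, cut at about 40% in these data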;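 further: 0% = DMSO wells and 100% = unlabeled Bim-BH3 peptide control; higher means more loss of mP so more displacement of Bim peptide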
GLD-1 RNA inh: GLD-1-TGE RNA interaction inhibition (C. elegans) | purified GLD-1 + fluorescein TGE RNA, fluorescence polarization | inhibition, % at 5.96 µM | actives 0.44% (n = 320,000) | AID 2280;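 active means percent inhibition above a per-plate cutoff, the plate mean of test compounds plus 3 SD, cut at about 30% in these data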;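 further: 0% = DMSO wells with GLD-1 and probe and 100% = wells lacking GLD-1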
CR mimetic SO: lowers age-related superoxide in aged yeast cells; S. cerevisiae aged cells, superoxide DHE fluorescence; stronger effect = lower value; superoxide response (% of plate mean), % at 10 µM; actives 0.18% (n = 330,000); AID 2690;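 active means superoxide response under a set limit, about three screen SD below normal, cut at about 65% in these data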;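 further: yeast aged for seven days with compound at 30 °C before DHE staining; 100% = average MFI of all compound-treated wells on the plate with controls excluded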
VLA-4 inh: inhibition in a human VLA-4 binding assay; actives 0.2% (n = 330,000); inhibition, % (about 7 µM as worked out from the volumes in the protocol); VLA-4 expressing cells, ligand binding flow cytometry; in the data active means inhibition above about 50%
Target sequence (P13612 whole entry, looked up): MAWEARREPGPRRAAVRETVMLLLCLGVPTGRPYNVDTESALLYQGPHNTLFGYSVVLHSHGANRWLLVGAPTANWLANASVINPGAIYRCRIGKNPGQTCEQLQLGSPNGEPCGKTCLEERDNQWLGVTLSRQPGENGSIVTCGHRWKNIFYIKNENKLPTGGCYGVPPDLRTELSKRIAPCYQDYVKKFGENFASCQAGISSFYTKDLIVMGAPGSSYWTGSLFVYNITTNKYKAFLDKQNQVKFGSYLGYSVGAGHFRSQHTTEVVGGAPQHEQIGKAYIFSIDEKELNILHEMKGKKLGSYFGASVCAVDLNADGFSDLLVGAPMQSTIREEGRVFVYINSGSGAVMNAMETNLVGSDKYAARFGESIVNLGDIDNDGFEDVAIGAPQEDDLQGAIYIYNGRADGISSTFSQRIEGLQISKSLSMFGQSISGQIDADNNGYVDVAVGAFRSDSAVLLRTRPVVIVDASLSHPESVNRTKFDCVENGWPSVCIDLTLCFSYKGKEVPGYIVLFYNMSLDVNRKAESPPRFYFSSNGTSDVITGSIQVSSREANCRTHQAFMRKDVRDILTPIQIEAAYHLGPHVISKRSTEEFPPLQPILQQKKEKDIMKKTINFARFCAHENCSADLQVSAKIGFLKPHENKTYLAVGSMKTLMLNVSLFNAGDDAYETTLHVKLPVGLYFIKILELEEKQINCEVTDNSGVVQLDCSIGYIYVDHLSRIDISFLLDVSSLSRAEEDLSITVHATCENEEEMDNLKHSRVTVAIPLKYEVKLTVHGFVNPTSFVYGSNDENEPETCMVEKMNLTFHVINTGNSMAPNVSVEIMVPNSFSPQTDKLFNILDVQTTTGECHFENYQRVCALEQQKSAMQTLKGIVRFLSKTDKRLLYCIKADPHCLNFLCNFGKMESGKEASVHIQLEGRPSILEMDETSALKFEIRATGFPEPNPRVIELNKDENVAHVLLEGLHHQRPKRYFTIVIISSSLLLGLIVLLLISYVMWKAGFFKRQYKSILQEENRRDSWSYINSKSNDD
GRK2 inh: inhibitors of human GRK2 displacing RNA aptamer; P25098; bead flow cytometry, FAM-aptamer displacement from GRK2; inhibition of aptamer binding, % at 10 µM; actives 0.59% (n = 330,000);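 active means inhibition of aptamer binding above 40%, roughly 3 SD of noise, on plates passing a quality check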;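 further: median bead fluorescence of bound FAM aptamer so fluorescent compounds give negative values; no value below 0 was filed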
The depositor's hits bear a star; u = inconclusive; x = no result given; [ ] = another dose, or the depositor's remark.

SMILES	AGP1-GFP MLPCN	Bcl-xL primary	MEX-5 binding	CIT2-GFP yeast	MCL1 BIM primary	GLD-1 RNA inh	CR mimetic SO	VLA-4 inh	GRK2 inh
CCOC(=O)CCN(Cc1cccs1)S(=O)(=O)c1ccc(F)cc1	98	6	1.0	81	5	9	94	-1	1
CC1CC(=O)Nc2ccccc2N1S(=O)(=O)c1ccc(C(F)(F)F)cc1 (stereo not given)	115[may fluoresce green]	2	-2.9	162*[may fluoresce green]	4	6	111	-15	1
Cc1ccc(CNC(=O)CN2C(=O)NC(C)(c3ccccc3Cl)C2=O)cc1 (stereo not given)	98	0	1.0	103	-3	-6	110	4	0
Cc1cc(C)c(C)c(C(=O)CSc2nnc(-c3ccc4[nH]c(C)c(C)c4c3)o2)c1C	106	-29	-2.6	107	-15	0	100	-5	1
O=C(C1CCCN1C(=O)c1cccs1)N1CCc2ccccc21 (stereo not given)	98	-2	1.1	98	-2	4	102	2	0
CCCC1(c2ccccc2)NC(=O)N(CC(=O)NCC2COc3ccccc3O2)C1=O (stereo not given)	93	1	x	90	-9	6	80	3	0
CCN(CC)Cc1nc2c(c(=O)[nH]1)C(CC)(CC)Cc1ccccc1-2	96	0	0.5	103	4	-1	110	8	0
CN(CC(=O)Nc1ccccc1C(F)(F)F)C(=O)c1ccc2c(=O)n3c(nc2c1)CCC3	89	1	x	88	-3	7	111	-5	0
CCOC(=O)c1cn(Cc2ccccc2)c2cc(C)nn2c1=O	105	-5	-1.3	97	-7	-2	103	2	6
O=S(=O)(c1cccc(-c2n[nH]c(=S)n2-c2ccc(OC(F)(F)F)cc2)c1)N1CCOCC1	94	x	x	82	x	10	91	5	20
COc1ccc(-c2nn(CCC(=O)O)cc2/C=C2\SC(N)=NC2=O)cc1OC	97	6	-1.6	99	10	-11	91	12	0
O=C(Cn1nc(C(F)(F)F)c2c1CCCCC2)N1CCOCC1	93	-8	-0.3	97	0	7	110	1	0
CC1CCCCN1CC(=O)Nc1ccc2c(c1)OC(F)(F)O2 (stereo not given)	94	-7	2.9	101	-8	-1	93	-2	0
CC(=O)N1c2ccc(S(=O)(=O)N3CCCC3)cc2CC1C(=O)NCc1ccc(OC(C)C)cc1 (stereo not given)	110	6	-1.2	103	6	0	88	-4	0
COc1cc(C(=O)Nc2nnc(Cc3ccccc3)s2)cc(OC)c1OC	95	x	3.3	94	x	x	100	1	2
CC(C)(C)N(CC#CCC(O)(c1ccccc1)C1CCCC1)CCO (stereo not given)	98	4	-1.1	96	4	-3	102	-2	0
CCn1c(=N)n(CC(=O)c2ccco2)c2ccccc21	104	4	-4.7	120	5	-1	92	6	0
COc1ccc(C2/C=C\CN(C(=O)NC34CC5CC(CC(C5)C3)C4)CC(=O)N2Cc2ccc(F)cc2)cc1 (stereo not given)	x	-3	-2.2	x	-7	4	x	x	x
Cc1ccc(NC(=O)CCC(=O)N2CCC(C)CC2)c([N+](=O)[O-])c1	99	2	1.8	96	4	4	104	-14	4
Cc1ccc(C(=O)NC2(O)C(=O)c3ccccc3C2=O)cc1C	106	7	2.9	107	11	0	99	9	1
CCOC(=O)c1ccc(Nc2nc(C)nc3c2nnn3Cc2ccccc2)cc1	99	5	-1.0	102	5	10	107	8	19
C/C(CCc1ccc2c(c1)OCO2)=N\N=C1\NC(=O)CC(C(=O)Nc2ccccc2)S1 (stereo not given)	98	2	1.1	98	7	-2	83	0	1
COc1ccc(CNCCc2ccc(Cl)cc2)cc1OCc1ccccc1	96	2	0.6	98	-2	-1	89	5	0
Cc1c(C#N)c2ccccc2n1CC(=O)NC(C)c1ccccc1 (stereo not given)	x	1	-1.0	104	2	2	97	7	0
CCCCn1c(N)c(N(CC(C)C)C(=O)C2CC(=O)N(CCc3ccccc3)C2)c(=O)[nH]c1=O (stereo not given)	92	1	0.6	112	-7	4	111	7	0
Next part.
SMILES	AGP1-GFP MLPCN	Bcl-xL primary	MEX-5 binding	CIT2-GFP yeast	MCL1 BIM primary	GLD-1 RNA inh	CR mimetic SO	VLA-4 inh	GRK2 inh
NNC(=O)c1ccc(CSc2nc3ccccc3s2)cc1	93	2	0.0	76	0	3	115	14	3
CN(C)S(=O)(=O)c1ccc(N2CCCC2)c(C(=O)OCC(=O)NC2(C#N)CCCCC2)c1	102	6	2.6	91	0	3	105	1	0
NS(=O)(=O)c1ccc(CCNC(=O)CN2CCC(Cc3ccccc3)CC2)cc1	94	-10	3.5	92	-9	-2	110	15	0
O/N=C/c1ccc(-c2ccccc2OC(F)(F)F)o1	u	4	-0.4	u	4	1	74	-14	1
CCCCC1=NN2C(=N)CC(=O)N=C2S1	100	6	0.3	98	4	-11	87	21	1
CCn1c(C(=O)O)c(S(=O)(=O)c2ccc(Cl)cc2)c2ccccc21	99	x	0.0	99	x	x	98	-3	0
CC(C(=O)Nc1ccccc1Cl)N(c1ccccc1)S(C)(=O)=O (stereo not given)	99	4	2.4	98	3	0	109	10	1
Cc1cc(C)n2nc(SCCOc3ccccc3F)nc2n1	88	2	0.1	82	0	-1	101	4	1
O=C(N/N=C/c1ccc(F)cc1)c1c(O)c2ccccc2[nH]c1=O	104	1	2.7	97	4	3	108	x	0
Cc1occc1C(=O)OCC(=O)Nc1ccc(F)cc1	61	3	0.4	96	2	3	95	36	1
CCc1ccc2c(c1)C1(NN=C(c3ccccc3)S1)C(=O)N2 (stereo not given)	x	16	0.1	95	14	1	102	92*	0
COCCNC(=O)c1ccc(NS(=O)(=O)c2cc(C)ccc2C)cc1	93	1	1.4	95	6	1	122	3	1
COc1cc2c(cc1OC)C(c1cccc(F)c1)CC(=O)N2 (stereo not given)	101	6	-1.3	102	-1	3	86	0	2
COc1cc(NC(=O)c2ccc(Br)o2)ccc1NC(=O)c1ccccc1Cl	103	6	0.8	96	-2	-1	78	15	4
O=C(O)CCc1ccc(-c2ccc(Cl)cc2)n1CC(=O)Nc1ccccc1	97	1	0.6	106	-9	1	89	-10	0
CCOC(=O)CSC1=C(C#N)C(=O)NC2(CCCCC2)S1	105	-16	-5.1	109	-4	-9	103	6	2
O=C(NCc1cccc(Cl)c1)c1ccc2nc[nH]c2c1	92	1	-1.5	94	8	-3	94	29	1
COc1cccc(OC)c1C(=O)NC(=O)Nc1c(F)c(F)c(F)c(F)c1F	121	2	-0.1	106	-5	5	106	0	3
Oc1ccc(C(=S)N2CCN(c3cccc(Cl)c3)CC2)cc1	97	7	0.5	97	2	5	124	28	1
Cc1cc(C)c(S(C)(=O)=O)c(=O)[nH]1	106	2	0.3	111	3	-9	91	-9	3
CC(=O)Nc1cc(C(=O)N(C)Cc2ccco2)ccc1Sc1ccc(Cl)cc1	83	3	1.7	97	-10	10	97	7	0
Cc1nnc(SCC(=O)NC23CC4CC(CC(C4)C2)C3)s1	97	5	0.8	98	3	6	99	-9	1
Cc1cccc(OCCCC(=O)Nc2nnc(C3CCCO3)s2)c1C (stereo not given)	104	6	-1.2	102	0	-1	117	-3	0
N=c1oc2ccc([N+](=O)[O-])cc2cc1C(=O)NCc1ccccc1	102	9	2.6	103	8	6	96	2	0
COc1cccc(C2=CC(=O)CC(C)(C)C2)n1	x	4	-1.9	x	7	-4	x	x	x

The final two records of the part before are carried over, then new ones follow:
SMILES	AGP1-GFP MLPCN	Bcl-xL primary	MEX-5 binding	CIT2-GFP yeast	MCL1 BIM primary	GLD-1 RNA inh	CR mimetic SO	VLA-4 inh	GRK2 inh
N=c1oc2ccc([N+](=O)[O-])cc2cc1C(=O)NCc1ccccc1	102	9	2.6	103	8	6	96	2	0
COc1cccc(C2=CC(=O)CC(C)(C)C2)n1	x	4	-1.9	x	7	-4	x	x	x
O=C(NC1CCCc2ccccc21)C1CCN(S(=O)(=O)c2cccc3nsnc23)CC1 (stereo not given)	93	-6	0.2	94	-4	4	113	-7	0
O=C(N/N=C/c1ccoc1)c1ccc(Br)cc1	107	2	-2.6	100	4	-7	94	12	6
Nc1ccccc1C#Cc1ccc([N+](=O)[O-])cc1	96	-12	-1.0	87	-21	-1	85	-10	2
O=C(Oc1ccc([N+](=O)[O-])cc1)c1ccc2ccccc2n1	85	8	1.0	90	12	3	108	-16	0
Cc1cc2ncn(S(=O)(=O)N3CCCCC3)c2cc1C	108	5	0.8	84	1	0	94	10	0
Nc1nc(OCC2CCCCC2)c2[nH]cnc2n1	82	11	0.2	86	2	3	94	21	0
COCCNC(=O)c1ccc(C)c(S(=O)(=O)Nc2ccc(C)cc2)c1	103	-4	-1.4	111	-3	3	94	-9	0
O=C1CCC(C(=O)N(Cc2ccco2)C2(C(=O)NC3CCCC3)CCCCC2)N1 (stereo not given)	104	3	-0.2	96	5	0	102	20	2
CCOC(=O)C1=C(COC(=O)/C=C/c2ccc([N+](=O)[O-])cc2)NC(=O)NC1C (stereo not given)	102	-15	x	96	-20	4	81	6	1
O=C(CCC(=O)N1CCc2ccccc21)Nc1ccccc1	94	1	1.4	99	4	1	94	-5	0
O=C(NCCc1ccc(F)cc1)c1cc2ccccc2oc1=O	116	2	-0.4	112	6	1	102	3	2
CCCCn1c(N)c(N(CCOC)C(=O)c2ccc(Br)o2)c(=O)[nH]c1=O	109	-4	0.2	102	-7	-1	96	4	9
Cc1ccc(C(C)C)c(OCC(=O)c2c(O)c3ccccc3oc2=O)c1	86	4	-3.1	70	-1	-3	98	2	2
CC(C)(C)NC(=O)NC(=O)CSc1ccc(S(=O)(=O)N2CCOCC2)cn1	92	12	x	89	5	7	96	5	2
Cc1nc(SCC(=O)NCc2ccc(F)cc2)c2c(=O)n(C)c(=O)n(C)c2n1	109	-26	-1.0	114	10	-3	113	7	1
CC1(C(=O)O)CCC(C(=O)Nc2ccc(OC(F)(F)Cl)cc2)C1(C)C (stereo not given)	95	4	1.7	103	1	-4	109	11	1
COc1cc2c(C(=O)N3CCN(C)CC3)c(C)oc2cc1Br	111	7	-2.2	110	4	-1	109	10	6
Cc1nn(-c2ccccc2)c2c1C(O)n1c(nc3ccccc31)S2 (stereo not given)	99	1	-2.0	96	-2	0	87	10	0
Oc1c(Cl)cc(Cl)cc1/C=N/c1nccs1	86	14	3.6	86	15	1	85	1	0
CC(=O)c1ccc(N2Cc3ccccc3C2=NC(=O)c2cccs2)cc1	99	4	1.9	99	0	0	96	4	4
CC(=O)N1N=C(c2cccc(Cl)c2)OC1c1ccc(C(C)C)cc1 (stereo not given)	102	7	0.2	96	13	3	93	6	2
COc1cccc(OCC(=O)O)c1	104	3	0.9	107	3	3	94	7	1
Cc1ccc(S(=O)(=O)N2CCN(C(=O)C(C)Cn3cncn3)CC2)cc1C (stereo not given)	97	-1	-3.9	114	-2	3	92	5	0
CC1CN(S(=O)(=O)c2cccc(C(=O)N(C)C3CCN(C)CC3)c2)CC(C)O1 (stereo not given)	113	5	x	111	7	2	100	-4	6
COc1cccc(C(=O)N2c3cc(C)ccc3OCC2C(C)(C)C)c1 (stereo not given)	89	0	0.4	98	-4	-3	89	3	0
Cc1cc2c(NCc3ccccc3)ncnc2s1	103	-1	-1.8	108	4	4	107	-8	1
Cn1cnc2cc(NC(=O)COc3ccccc3)ccc21	103	-3	-0.1	99	-5	-9	95	-3	1
COc1ccc(NC(=O)C2CCCN(C(=O)Nc3ccc(F)cc3)C2)cc1 (stereo not given)	107	1	-2.7	109	-1	-1	106	-5	3
COc1cccc(-c2sc3ccc(OC)cc3c2C#CCCO)c1	93	0	x	95	2	3	100	0	1
